Bioassay records from PubChem.
CHT inh: inhibitors of human choline transporter CHT; High affinity choline transporter 1 (Homo sapiens), Q9GZV3; CHT-expressing cells, membrane potential dye, choline response; stronger effect = lower value; B-score at 10 µM; 310,000 compounds, 0.86% hits; AID 488975, 2010;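 active means B-score over 3 SD under the library average, and starting fluorescence ratio not unusually high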;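 further: choline stimulus applied at its EC90 after an EC20 pre-addition; B-score computed on integrated fluorescence ratio after choline addition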
Target sequence (Q9GZV3 whole entry, looked up): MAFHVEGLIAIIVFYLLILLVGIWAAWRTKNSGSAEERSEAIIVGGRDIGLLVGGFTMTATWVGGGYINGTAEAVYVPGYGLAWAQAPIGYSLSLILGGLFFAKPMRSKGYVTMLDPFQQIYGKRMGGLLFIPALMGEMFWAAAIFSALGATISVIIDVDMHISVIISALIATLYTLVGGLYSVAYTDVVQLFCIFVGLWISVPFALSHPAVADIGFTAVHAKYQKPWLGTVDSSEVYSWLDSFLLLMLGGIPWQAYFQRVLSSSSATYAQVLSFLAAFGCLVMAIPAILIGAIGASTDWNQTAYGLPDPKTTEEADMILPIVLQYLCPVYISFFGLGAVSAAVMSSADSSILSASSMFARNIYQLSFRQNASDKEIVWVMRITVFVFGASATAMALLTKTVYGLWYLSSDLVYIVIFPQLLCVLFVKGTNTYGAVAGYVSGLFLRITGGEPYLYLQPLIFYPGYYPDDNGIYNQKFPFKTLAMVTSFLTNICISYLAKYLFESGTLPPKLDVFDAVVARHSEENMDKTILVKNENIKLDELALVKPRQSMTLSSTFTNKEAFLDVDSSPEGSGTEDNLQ
CHT PAM: CHT positive allosteric modulators, primary screen, cell-based, membrane potential dye, choline EC20. High affinity choline transporter 1 (Homo sapiens), Q9GZV3. CHT-expressing cells; stronger effect = higher value; LV-AA mutant CHT in HEK293 cells. B-score at 10 µM. 310,000 compounds, 0.49% hits. AID 488977, 2010;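 active means initial fluorescence not abnormally high and integrated response B-score, plate-corrected, over 3 SD above library mean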
* = called active by the depositor; i = inactive.

SMILES	CHT inh	CHT PAM
COc1ccc(/C=N/Nc2ncnc3sc4c(c23)CCCC4)cc1OC	i	i
COc1cccc(C(=O)NC2CCSC2=O)c1 (configuration not stated)	i	i
O=C(Nc1cccc(-c2nc3ccccc3[nH]2)c1)c1ccccn1	i	i
CC(NC(=O)OC(C)(C)C)C(=O)Oc1cc2oc(=O)cc(-c3ccccc3)c2cc1Cl (configuration not stated)	i	i
COc1ccccc1NC(=O)OC(C)c1ccc(Cl)cc1 (configuration not stated)	i	i
CCOc1ccccc1NS(=O)(=O)c1ccc(OC)c(OC)c1	i	i
CC(=O)Oc1ccc2cc(-c3nc4ccccc4n3C)c(=O)oc2c1	i	i
COc1ccc(/C(N)=N/OC(=O)c2cc(-c3ccccc3)nc3ccccc23)cc1	i	i
CCN(CC(=O)Nc1ccc2c(c1)OCCO2)S(=O)(=O)c1cccs1	i	i
c1ccc2c(c1)[nH]c1c(N3CCCC3)ncnc12	i	i
CCN(CC(=O)Nc1c(F)cccc1F)C(=O)C1CC(=O)N(c2ccccc2OC)C1 (configuration not stated)	i	i
COCCCNC(=S)N(CCCO)Cc1cc2cc3c(cc2[nH]c1=O)OCO3	i	i
Cc1ccccc1N(CC(=O)N1CCCC1)S(=O)(=O)c1ccc(Cl)cc1	i	i
Cc1ccc(-c2nc(CSCC(=O)N3CCN(c4ccccn4)CC3)c(C)o2)cc1	i	i
O=C(NCc1cccs1)c1cc(-c2cccc(Cl)c2)on1	i	i
CC(C)(C)n1nnnc1C(c1ccc2ncccc2c1)N1CCSCC1 (configuration not stated)	i	i
NNC(=O)C(=O)NCCCN1CCOCC1	i	i
NC(=O)c1cc(S(=O)(=O)N2CCN(c3ccc([N+](=O)[O-])cc3)CC2)cs1	i	i
COc1ccc(CN2C(=O)[C@H]3Cc4c([nH]c5ccccc45)C(C)(C)N3C2=O)cc1	i	i
Cc1ccc(SCCNC(=O)CN2C(=O)c3ccccc3S2(=O)=O)cc1	i	i
COc1ccc(C(C(=O)NC(C)(C)C)N(Cc2ccccc2)C(=O)CCC(=O)Nc2cc(C)on2)cc1 (configuration not stated)	i	i
COc1cccc(C(=O)Nc2ccc(S(=O)(=O)Nc3cc(C)nc(C)n3)cc2)c1	i	i
O=C1c2cccnc2Nc2ccccc2N1CCCF	i	i
COc1ccc(N(C(=O)c2ccc(Br)o2)C2C=CS(=O)(=O)C2)cc1 (configuration not stated)	i	i
CCNC(=O)/C(C#N)=C/c1c(N2CCN(Cc3ccc4c(c3)OCO4)CC2)nc2c(C)cccn2c1=O	i	i

Among those listed so far, these have a thiophene ring, fused or not:
SMILES	CHT inh	CHT PAM
COc1ccc(/C=N/Nc2ncnc3sc4c(c23)CCCC4)cc1OC	i	i
CCN(CC(=O)Nc1ccc2c(c1)OCCO2)S(=O)(=O)c1cccs1	i	i
O=C(NCc1cccs1)c1cc(-c2cccc(Cl)c2)on1	i	i
NC(=O)c1cc(S(=O)(=O)N2CCN(c3ccc([N+](=O)[O-])cc3)CC2)cs1	i	i

Entries of single compounds, looked up by structure:
`COc1ccc(/C(N)=N/OC(=O)c2cc(-c3ccccc3)nc3ccccc23)cc1` across the screens: CHT inh = i; CHT PAM = i
`CC(NC(=O)OC(C)(C)C)C(=O)Oc1cc2oc(=O)cc(-c3ccccc3)c2cc1Cl` (configuration not stated) across the screens: CHT inh = i; CHT PAM = i
`c1ccc2c(c1)[nH]c1c(N3CCCC3)ncnc12` across the screens: CHT inh = i; CHT PAM = i

(list continues)
SMILES	CHT inh	CHT PAM
Cc1nc2ccccc2c2nc(NC(=O)Cc3ccccc3)nn12	i	i
CCOc1cc(N2CCOCC2)c(OCC)cc1NC(=O)COC(=O)[C@@H]1CCCN1S(=O)(=O)c1ccccc1F	i	i
CCCCC[C@H]1CN(C2CCCCC2)C(=O)[C@@H]1CC(=O)NCc1ccc(OC)cc1	i	i
COc1ccc(NC(=O)COC(=O)c2c(-c3ccccc3)noc2C)cc1	i	i
CCc1cc(C(=O)OC)c(NC(=O)c2ccoc2C)s1	i	i
COc1ccc(C2C3=C(Nc4ncnn42)c2ccccc2CCC3)cc1 (configuration not stated)	i	i
COC(=O)C1=C(C)NC(=O)NC1c1ccc(OCC(=O)N2CCCCC2)cc1 (configuration not stated)	i	i
O=C(CSc1nnc(CNC(=O)c2c(F)cccc2F)o1)NCC1CCCO1 (configuration not stated)	i	i
COc1ccc(-c2c(C)nn3c(N4CCC(C(=O)NCCN(C)C)CC4)cc(C)nc23)cc1OC	i	i
COc1ccc(N=Cc2c(O)c3ccccc3oc2=O)cc1	i	i
Cc1ccc2c(c1)c(C)c(C)n2CC(O)Cn1nc(C)c(Br)c1C (configuration not stated)	i	i
CCN(CCCCCCN)c1ccc2c(=O)[nH][nH]c(=O)c2c1	i	i
O=C(O)CCSc1nc2ccccc2c(=O)[nH]1	i	i
Fc1ccc(-c2cc(C(F)(F)F)nc(-n3cc(Cl)cn3)n2)cc1	i	i
COc1cc(OC)cc(/C(N)=N/O)c1	i	i
CC1CC(=O)NN=C1c1ccc(N(C)C)c([N+](=O)[O-])c1 (configuration not stated)	i	i
Cn1c(C(=O)NC2CCCCC2)cc2sccc21	i	i
COc1ccc(OCC(=O)Nc2ccc3c(c2)nc(CCN2CCCC2)n3C)cc1	i	i
C=CCSC1=NN2CCS(=O)(=O)N=C2S1	i	i
CCc1noc(C)c1C(=O)N(C)CC(=O)Nc1ccc(Cl)c(Cl)c1	i	i
Clc1ccc(Sc2cc(Cl)c(-c3ccccc3)nn2)cc1	i	i
O=C(COC(=O)[C@@H]1CCCN1S(=O)(=O)c1ccc(Cl)cc1)NC1CCS(=O)(=O)C1 (some centres not stated)	i	i
COc1ccc(C(=O)c2c(C)oc3ccc(O)c(CN4CCOCC4)c23)cc1	i	i
C=CCNC(=O)/C(C#N)=C/c1cn(-c2ccccc2)nc1-c1ccc(OC)c([N+](=O)[O-])c1	i	i
Cc1ccccc1COc1ccc(-c2nn[nH]n2)cc1	i	i

The list continues.
SMILES	CHT inh	CHT PAM
C#CCNC(=O)C1=C[C@H](c2csc3ccccc23)[C@@H](CCCO)[C@H](OCC)O1	i	i
COc1cc2cc(C(=O)O)n(C)c2c(OC)c1OC	i	i
COc1ccc(COC(=O)N/N=C/c2cccs2)cc1	i	i
S=C(NCC1CCCO1)Nc1ccc(Nc2ccccc2)cc1 (configuration not stated)	i	i
CCN(CC)S(=O)(=O)c1ccc(N2CCOCC2)c(NC(=O)CC23CC4CC(CC(Br)(C4)C2)C3)c1	i	i
O=C1NC(=S)N/C1=C/C=C/c1ccccc1	i	i
CC(=O)Nc1nc2c(s1)CCc1ccccc1-2	i	i
OCCCc1nc2n(n1)C(c1cccs1)C=C(c1ccc(Br)cc1)N2 (configuration not stated)	i	i
COc1ccc(C)cc1NC(=O)C1CCN(C(=O)c2ccc(C(C)(C)C)cc2)CC1	i	i
Cc1nc2sccc2c(=O)n1N	i	i
COc1ccc(CNCCC(c2ccc(OC(C)C)cc2)C(C)C)cc1OC (configuration not stated)	i	i
COc1cccc2cc(CC(=O)c3cc(C)ccc3C)c(=O)oc12	i	i
Cc1ccc(NC(=O)Cc2nnc(SCC(=O)Nc3ccccc3)n2C)cc1	i	i
COc1ccc(Nc2nc3[nH]c(=O)cc(O)c3s2)cc1	i	i
O=C(Nc1ccc(-c2cn3ccsc3n2)cc1)C1CC1	i	i
COCc1cc(C)nc(N/N=C/c2ccc(Cl)c(Cl)c2)c1C#N	i	i
CC1(C)SC(=Nc2ccccc2)N(S(=O)(=O)c2ccccc2)C1=O	i	i
COc1ccccc1C(=O)Nc1ccc(S(=O)(=O)Nc2cc(C)nc(C)n2)cc1	i	i
CSC1=C(C#N)C(C)C2=C(CC(C)(C)CC2=O)N1 (configuration not stated)	i	i
CC1(C)CC(=O)C(N=Nc2cccc([N+](=O)[O-])c2)=C(O)C1	i	i
CCOC(=O)CSc1nc2cc(S(=O)(=O)N3CCOCC3)ccc2n1CC	i	i
CC(C(=O)OCC(=O)c1ccc([N+](=O)[O-])cc1)N1C(=O)C2C3CCC(C3)C2C1=O (configuration not stated)	i	i
CCC(Oc1ccccc1)C(=O)Nc1ncc([N+](=O)[O-])s1 (configuration not stated)	i	i
Cc1ccc2nc(NC(=O)CSc3nc4c(c(=O)n3C)SC(C)C4)sc2c1 (configuration not stated)	i	i
COC(=O)c1sccc1NS(=O)(=O)c1ccc(OC)cc1	i	i

New compounds follow
SMILES	CHT inh	CHT PAM
Cc1ccccc1OCC(=O)Nc1nnc(COc2ccccc2)s1	i	i
Cc1ccsc1/C=C1\Oc2cc(OCC(=O)c3ccccc3)ccc2C1=O	i	i
O=C(NCCN1CCOCC1)C1CCC(CNS(=O)(=O)c2ccccc2)CC1 (configuration not stated)	i	i
CC(=O)Nc1cc[n+](CC(=O)c2cccc([N+](=O)[O-])c2)cc1	i	i
O=C(CS(=O)(=O)c1ccc(Cl)cc1)NCCS(=O)(=O)c1ccc(Cl)cc1	i	i
COc1ccc(C(=O)COC(=O)c2ccc3c(c2)NC(=O)CS3)c(OC)c1	i	i
O=C(Nc1nnc(CCN2CCCCC2)s1)c1ccc(Cl)cc1Cl	i	i
CCOc1c(Br)cc(C2NC(=O)CCC2[N+](=O)[O-])cc1OC (configuration not stated)	i	i
CCN(CC)CCC(C)OC(=O)c1ccc(O)cc1O (configuration not stated)	i	i
COc1cccc(NC(=O)CN(c2ccc(C)cc2)S(=O)(=O)c2c(C)nn(C)c2C)c1	i	i
Cc1ccc(C)c(NC(=O)CCN2CCN(CCO)CC2)c1	i	i
COc1ccccc1NC(=O)N1CCCC1	i	i
COC(=O)/C(=C\c1ccc([N+](=O)[O-])o1)NC(=O)c1ccccc1	i	i
CC(=O)c1cccc(NC(=O)Nc2cc3sccc3n2C)c1	i	i
CC1(C)CC(=O)C=C(NCc2ccncc2)C1	i	i
CCOc1ccc(OCCOCCn2ccnc2)cc1	i	i
Cc1ccc(C(=O)NCC(=O)Nc2ccc3c(c2)OCCO3)cc1	i	i
OCCN(CC#CCn1c2ccccc2c2ccccc21)CCO	i	i
CC[C@H](C)[C@H](NC(N)=O)C(=O)NCCc1ccc(OC)c(OC)c1	i	i
Cc1ccc(NC(=O)c2cc(N3C(=O)C4CC=CCC4C3=O)ccc2N2CCOCC2)cc1Cl (configuration not stated)	i	i
COc1ccc(CCNC(=O)CNCC(c2ccccc2)N(C)C)cc1OC (configuration not stated)	i	i
CCCCn1c(N)c(N(CCOC)C(=O)COC(=O)CSc2cc(C)c3ccccc3n2)c(=O)[nH]c1=O	i	i
CC1=C(C(=O)Nc2cccc(C)c2C)C(c2cccs2)NC(=S)N1 (configuration not stated)	i	i
CCc1nnc(NC(=O)c2cc(S(=O)(=O)N(C)c3ccc(OC)cc3)ccc2Cl)s1	i	i
CN(C1CCCCC1)S(=O)(=O)c1ccc(C(=O)O)cc1	i	i

Remaining list, next part.
SMILES	CHT inh	CHT PAM
C=CCn1c(SCC(=O)Nc2c(C)nn(Cc3ccccc3)c2C)nnc1C(O)c1ccccc1 (configuration not stated)	i	i
CC(=O)Nc1cccc(OC(=O)N2CCOCC2)c1	i	i
O=C(Nc1ccc(SC(F)F)cc1)C1CC(=O)N(Cc2ccccc2)C1 (configuration not stated)	i	i
COc1ccc(N2CCN(C(=N)/C(C(C)=O)=C(\C)O)CC2)cc1	i	i
CCc1c(C)c(C#N)c2nc3ccccc3n2c1NCc1ccccn1	i	i
CC1=CC(=O)C(C(C)=Nc2ccccc2Cl)C(=O)O1 (configuration not stated)	i	i
O=C(Nc1cccnc1)c1ccc(Cl)c(S(=O)(=O)N2CCCCC2)c1	i	i
CC(=O)N1CCN(C(=O)c2ccco2)CC1	i	i
CC(C)[C@H]1COCCS(=O)(=O)N1Cc1ccccc1F	i	i
Cc1cc(Br)ccc1NC(=O)c1sc2ncn(CC(=O)N3CCN(c4ccccn4)CC3)c(=O)c2c1C	i	i
O=C(c1ccc2c(c1)OCO2)N1CCC(Cc2ccccc2)CC1	i	i
Nc1nnc(-c2ccccc2[N+](=O)[O-])o1	i	i
O=C(NC1CCCCCC1)c1ccc(=O)n(Cc2ccccc2)n1	i	i
O=C(O)CCSc1nnc(COc2ccc([N+](=O)[O-])cc2)n1-c1ccccc1	i	i
Cc1nn(CC(=O)N2CCC(C(N)=O)CC2)c(=O)c2nn(-c3ccccc3)c(C)c12	i	i
CC1CCC2(CC1)NC(=O)N(NC(=O)CCl)C2=O (configuration not stated)	i	i
COc1ccc(CCNC(=O)c2cc(-c3ccncc3)nc3c(Cl)cccc23)cc1OC	i	i
CCOC(=O)c1cc(=O)n2[nH]c(-c3ccc(C)cc3)cc2n1	i	i
CN(C)S(=O)(=O)c1cccc(NC(=S)N(CCC#N)Cc2cccnc2)c1	i	i
COc1ccc([N+](=O)[O-])cc1N(CC(=O)NC(C(C)C)C(C)C)S(C)(=O)=O	i	i
c1ccc2sc(N3CCOCC3)nc2c1	i	i
Cc1cccc(N=Cc2cc(Br)cc(Cl)c2O)c1	-7.83*	i
COc1ccccc1-n1ccnc1SCC(=O)NCC1CCCO1 (configuration not stated)	i	i
O=[N+]([O-])c1ccc(N2CCN(c3ccccn3)CC2)c(Cl)c1	i	i
Cc1ccc(NC(=O)CN(C)C(=O)CCOc2ccccc2C)cc1	i	i
CCOC(=O)c1cnc2c(C#N)cnn2c1N	i	i

Entries listed so far with a cyano group (7):
SMILES	CHT inh	CHT PAM
CCNC(=O)/C(C#N)=C/c1c(N2CCN(Cc3ccc4c(c3)OCO4)CC2)nc2c(C)cccn2c1=O	i	i
C=CCNC(=O)/C(C#N)=C/c1cn(-c2ccccc2)nc1-c1ccc(OC)c([N+](=O)[O-])c1	i	i
COCc1cc(C)nc(N/N=C/c2ccc(Cl)c(Cl)c2)c1C#N	i	i
CSC1=C(C#N)C(C)C2=C(CC(C)(C)CC2=O)N1 (configuration not stated)	i	i
CCc1c(C)c(C#N)c2nc3ccccc3n2c1NCc1ccccn1	i	i
CN(C)S(=O)(=O)c1cccc(NC(=S)N(CCC#N)Cc2cccnc2)c1	i	i
CCOC(=O)c1cnc2c(C#N)cnn2c1N	i	i
